M1 PAM parental: nonselective calcium activators in parental CHO-K1 cells, primary screen, counter-screen for M1 PAM project, cell-based, Fluo-8 calcium fluorescence, full deck, 1536-well; ATP EC20; 0% at ATP EC20, 100% at ATP max; activation, % at 3 µM; 0.02% of 360,000 active;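 active means activation above the run cutoff, the mean activation of all test compounds plus 3 SD, cut at about 40% in these data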;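 further: peak over basal fluorescence ratio in a 140 s read after ATP addition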
M1 ag: human M1 muscarinic receptor agonists, primary screen, Fluo-8 calcium fluorescence, CHO-K1 cells, HTS | Muscarinic acetylcholine receptor M1 (Homo sapiens), P11229 | CHO-K1 hM1, agonist mode; 0% DMSO, 100% acetylcholine EC100 | activation, % at 3 µM | 0.33% of 360,000 active | AID 588814, 2011;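 active means activation above the run's mean compound activation plus 3 SD, cut at about 16% in these data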;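 further: peak over basal fluorescence ratio within a 140 s kinetic read after compound addition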
TAAR1 ag: human TAAR1 agonists, primary screen, Fluo-8 calcium fluorescence, CHO RD-HGA16 cells | AID 624467, 2012 | activation, % at 3 µM | Trace amine-associated receptor 1 (Homo sapiens), Q96RJ0 | vehicle wells 0%, saturating PEA agonist 100% | 0.99% of 360,000 active;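 active means activation above the mean activation of all test compounds in the run plus 3 SD, cut at about 38% in these data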
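Test system: RD-HGA16 (CHO) cells co-expressing Gα16 and hTAAR1 / Benchmarks: DMSO vehicle as 0%, PEA at EC100 as 100% / Repeats: no replicates (n 1) / Measure: % activation from peak over basal fluorescence ratio, DMSO-to-PEA scaled / Timing: 17-24 h plating, Fluo-8 75 min 37 °C, 30 min RT / Technique: kinetic Fluo-8 calcium fluorescence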
CHO-K1 Ca antag: nonselective inhibitor or artifact in parental CHO-K1 cells. ATP-induced calcium, Fluo-8 fluorescence. 0.6% of 360,000 active. AID 602250. inhibition, % at 3 µM;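 active means inhibition above a per-plate cutoff, the plate's mean sample inhibition plus 3 SD, cut at about 24% in these data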;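 further: 0% = DMSO plus EC80 ATP and 100% = DMSO alone without ATP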
OXTR potentiator: human OXTR potentiators, primary screen, fluorescence, CHO-OTR cells, Fluo-8 calcium; 0.061% of 320,000 active; Oxytocin receptor (Homo sapiens), P30559; AID 2445, 2010; activation, % at 3 µM; Fluo-8 calcium fluorescence, potentiator mode; 0% = oxytocin EC15, 100% = EC100;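 active means activation above that plate's cutoff, the mean activation of tested compounds plus 3 SD, cut at about 6.6% in these data, passing the limit was not always enough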;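 further: 100% uses oxytocin at 75 nM as the full agonist control; some results filed as inactive read as strong as hits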
Target sequence (P30559 whole entry, looked up): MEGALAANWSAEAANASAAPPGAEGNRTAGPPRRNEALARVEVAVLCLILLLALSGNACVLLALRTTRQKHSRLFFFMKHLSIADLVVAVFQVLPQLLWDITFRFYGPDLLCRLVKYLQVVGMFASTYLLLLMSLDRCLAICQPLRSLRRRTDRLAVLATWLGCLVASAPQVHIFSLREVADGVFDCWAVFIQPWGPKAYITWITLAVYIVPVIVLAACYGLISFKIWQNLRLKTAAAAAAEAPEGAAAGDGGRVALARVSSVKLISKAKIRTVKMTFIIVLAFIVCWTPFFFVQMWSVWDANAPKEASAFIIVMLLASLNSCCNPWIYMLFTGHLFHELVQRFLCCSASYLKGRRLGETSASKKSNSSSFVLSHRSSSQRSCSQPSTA
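Material: CHO-OTR cells, human receptor; compound dosing: single dose, 3.0 µM nominal final compound concentration; schedule: 6 min compound pre-incubation at room temperature, 100 s kinetic read; measured by: kinetic Fluo-8 calcium fluorescence; read-out basis: % activation vs EC15 and EC100 oxytocin; controls: EC15 oxytocin alone as 0%, 75 nM oxytocin as 100%; replicates: singlicate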
TAAR1 antagonist: human TAAR1 antagonists, primary screen, Fluo-8 calcium fluorescence, CHO RD-HGA16 cells; 1.5% of 360,000 active; inhibition, % at 3 µM; Trace amine-associated receptor 1 (Homo sapiens), Q96RJ0; antagonist;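 active means inhibition above a per-plate cutoff, the mean inhibition of test compounds on that plate plus 3 SD, cut at about 49% in these data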;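 further: 0% = DMSO plus EC80 beta-PEA response and 100% = DMSO alone without agonist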
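Test system: RD-HGA16 CHO cells with stable hTAAR1 and Gα16 / Probe or stimulus: EC80 β-phenethylamine stimulus / Times: seeding 17-24 h prior, 75-min 37 °C, 30-min RT dye loading / Detection: Fluo-8 calcium-sensitive fluorescence / Read-out basis: % inhibition scaled between DMSO and EC80 PEA controls / Repeats: singlicate, one well per test compound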
M1 ag parental: counter-screen for M1 agonists: effect in parental CHO-K1 cells; 0.48% of 360,000 active; Fluo-8 calcium fluorescence; scaled to maximal ATP response, vehicle zero; AID 602248, 2012; activation, % at 3 µM; in the data active means activation above about 15%;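 further: untransfected CHO-K1 host cells lacking M1 receptor as counterscreen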
CHO parental Ca: ATP-evoked calcium signal inhibitors, parental CHO, primary screen, counter-screen for OX1R antagonist project, cell-based, fluorescence, Fluo-8 calcium dye. parental CHO-K1, ATP-induced calcium, Fluo-8 fluorescence. inhibition, % at 5.6 µM. 0.63% of 330,000 active. AID 463079, 2010;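 active means inhibition above that plate's mean sample inhibition plus 3 SD, cut at about 26% in these data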;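 further: 0% = ATP-challenged DMSO wells and 100% = DMSO wells without ATP; some compounds past the cut are filed as inactive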
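Test system: untransfected parental CHO cell line. Compound: one dose, 5.6 µM nominal. Detection: intracellular calcium via Fluo-8 no-wash fluorescent dye. Measure: % inhibition. Benchmarks: ATP-challenged DMSO wells low, unchallenged DMSO wells high.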
V1R ag counter: agonists of human V1a receptor, primary screen, counter-screen for OXTR agonist project, fluorescence, CHO-V1R cells; Vasopressin V1a receptor (Homo sapiens), P37288; Fluo-8 calcium fluorescence, agonist mode; 0% DMSO, 100% 3 nM vasopressin; activation, % at 3 µM; 0.25% of 320,000 active;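 active means activation above the mean activation of all tested compounds plus 3 SD, per screening run, cut at about 20% in these data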;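 further: signal is peak over basal fluorescence ratio across a 100 second FLIPR read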
Target sequence (P37288 whole entry, looked up): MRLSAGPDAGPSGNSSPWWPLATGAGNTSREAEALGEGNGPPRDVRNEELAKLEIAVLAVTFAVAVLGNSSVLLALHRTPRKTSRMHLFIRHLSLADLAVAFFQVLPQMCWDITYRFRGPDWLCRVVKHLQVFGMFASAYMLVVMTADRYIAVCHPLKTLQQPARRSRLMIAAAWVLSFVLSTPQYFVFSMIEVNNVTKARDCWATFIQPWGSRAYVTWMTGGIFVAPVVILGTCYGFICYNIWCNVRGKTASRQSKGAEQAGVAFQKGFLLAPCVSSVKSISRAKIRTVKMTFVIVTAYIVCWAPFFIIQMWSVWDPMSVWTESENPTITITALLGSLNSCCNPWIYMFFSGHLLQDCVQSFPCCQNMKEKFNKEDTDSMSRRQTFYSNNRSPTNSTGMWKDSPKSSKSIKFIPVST
Active calls of the source: *; nt = no result given.

A first look:
SMILES	M1 PAM parental	M1 ag	TAAR1 ag	CHO-K1 Ca antag	OXTR potentiator	TAAR1 antagonist	M1 ag parental	CHO parental Ca	V1R ag counter
Cc1nn(CCC(=O)NNC(=S)Nc2ccc(F)cc2)c(C)c1[N+](=O)[O-]	15	-5	2	-7	3	10	0.4	-4	0.1
Brc1ccc(C2Nc3cccc4cccc(c34)N2)cc1	-20	-3	-2	8	nt	-1	-0.1	nt	nt

This part in full, from the first entry:
SMILES	M1 PAM parental	M1 ag	TAAR1 ag	CHO-K1 Ca antag	OXTR potentiator	TAAR1 antagonist	M1 ag parental	CHO parental Ca	V1R ag counter
Cc1nn(CCC(=O)NNC(=S)Nc2ccc(F)cc2)c(C)c1[N+](=O)[O-]	15	-5	2	-7	3	10	0.4	-4	0.1
Brc1ccc(C2Nc3cccc4cccc(c34)N2)cc1	-20	-3	-2	8	nt	-1	-0.1	nt	nt
CCCCn1c(N)c(N(CC(C)C)C(=O)C2CC(=O)N(CCc3ccccc3)C2)c(=O)[nH]c1=O (centres undefined)	7	-2	0	-13	-5	-25	0.8	-13	0.0
O=C(c1cnn(C(=O)c2ccccc2F)c1)c1ccccc1O	6	-3	4	-11	-6	8	0.7	-10	0.2
Cc1ccc(-c2c(CC(=O)O)c(C)nc3sc4c(c23)CCCC4)cc1	18	-3	1	2	-7	-7	7.6	-2	6.6
CC(C)(C)OC(=O)NCCc1n[nH]c(=S)o1	20	1	0	-15	-6	-23	8.9	4	0.5
Cc1cccc(OCC(=O)N(C)c2c(N)n(Cc3ccccc3)c(=O)[nH]c2=O)c1C	10	-5	1	-18	0	-13	0.0	-8	0.0
Cc1cc([N+](=O)[O-])ccc1N1C(=O)c2ccc(C(=O)Nc3ccccc3C(=O)O)cc2C1=O	4	-2	-2	-6	2	-49	1.2	-2	0.3
Nc1nc(COc2ccccc2C=O)nc(Nc2ccccc2)n1	12	1	1	-7	-2	-12	2.9	-6	-1.9
CC1c2nc3ccccc3n2C(CC(=O)NC2CC2)C(=O)N1Cc1ccccc1 (centres undefined)	8	-5	3	4	-9	7	-0.3	-3	0.1
O=C(c1ccc(COc2ccccc2[N+](=O)[O-])o1)N1CCCCC1	11	-6	12	5	-9	10	0.4	-9	0.2
C/C(=N\NC(=O)c1c([N+](=O)[O-])c(C)nn1C)c1ccc(NC(=O)c2ccc(C)o2)cc1	16	-7	5	-11	-5	-1	0.5	-17	0.7
O=C(Nc1ccn(-c2ccccc2)n1)c1ccccc1Br	-3	-5	1	3	-7	-5	0.6	-5	0.9
CC1(C)NC(=O)N(CC(=O)Nc2cc(C(F)(F)F)cc(C(F)(F)F)c2)C1=O	7	3	1	-2	-1	-4	5.1	-2	0.2
O=C(CN1C(=O)c2ccccc2S1(=O)=O)Nc1ccc(S(=O)(=O)N2CCCCCC2)cc1	3	-4	15	-5	-4	-8	0.4	-15	2.0
C=CC[C@]12CC=CC(=O)[C@@]1(O)O[C@H](c1ccc(OC)c(OC)c1)[C@H]2C	2	3	3	1	-8	-24	1.6	1	2.4
O=C(c1cc(-c2ccco2)nc2ccccc12)N1CCCC(C(F)(F)F)C1 (centres undefined)	7	-1	9	-23	5	-8	1.2	-22	-0.5
CCOC(=O)n1c(=O)n(Cc2ccc(Cl)c(Cl)c2)c2ccccc21	22	-4	7	-19	-20	10	0.5	-24	0.8
O=C(COc1ccccc1-c1ccccc1)c1ccccc1	16	-6	2	-5	-8	7	-0.3	-13	0.6
CCCNS(=O)(=O)c1cccc(C(=O)OCc2cc(=O)oc3cc(OC)ccc23)c1	2	-3	9	1	-29	52*	16*	26	8.3
Cc1ccccc1Cn1ccc(NC(=O)c2cc3ncc(Br)cn3n2)n1	15	-2	2	-11	-12	-13	0.5	-15	3.7
C/C(=N\NC(=O)c1ccc(Cn2cc(Br)cn2)o1)c1ccc(NC(=O)c2ccoc2C)cc1	-20	-1	6	5	nt	45	1.3	nt	nt
Cc1ccccc1OCCn1c(C)nc2ccccc21	0	-5	4	8	-26	32	10.0	35*	11
CCNC(=O)CCSc1nnc(-c2ccncc2)o1	8	-4	1	-10	1	-31	0.0	1	0.9
COc1ccc(/C=C/C(=O)c2cc(F)ccc2OC(=O)c2ccccc2C)cc1OC	17	-4	5	0	-7	24	1.3	-13	0.3
CN(Cc1ccc(Cl)cc1Cl)C(=O)c1cc(=O)c2ccccc2o1	-24	-2	6	-9	-9	14	3.1	-18	2.0
O=C(Cc1cccc2ccccc12)NCCc1ccccc1	-3	0	-1	-3	3	-3	-0.3	-11	-0.6
O=C(Nc1ccc(-c2nc3ccccc3o2)cc1)c1ccc(N2CCOCC2)c([N+](=O)[O-])c1	15	-5	7	-7	-4	-8	0.7	-8	1.6
Cc1cccnc1NC(=O)CNC(=O)C12CC3CC(CC(C3)C1)C2	-17	-1	1	4	-7	4	0.9	8	1.5
CCN1C(=O)NC(c2cc(Br)ccc2OC)C(C(=O)OC)=C1C (centres undefined)	7	-3	3	3	-5	-3	-0.1	-28	-0.9
COc1ccc(Cn2c(=O)oc3ccccc32)cc1F	9	-5	-1	11	-6	-27	12	-8	0.7
N#CCCN(C(=O)COC(=O)C1CCN(S(=O)(=O)c2ccc3c(c2)OCCO3)CC1)c1ccccc1	-13	-8	1	7	4	-19	0.5	-8	-0.4
CCc1ccc(CN2CCN(S(=O)(=O)Cc3ccccc3)CC2)cc1	-5	-5	2	15	-4	1	1.1	-7	1.2
O=C1CSC(=S)N1/N=C/c1ccc(O)c([N+](=O)[O-])c1	-11	2	nt	5	nt	nt	1.9	nt	nt
CCOCCCN1CC(=O)N2[C@@H](Cc3c([nH]c4ccccc34)C2(C)C)C1=O	5	-2	1	3	-7	1	1.0	-20	1.9
c1ccc(OCCCCN2CCOCC2)cc1	15	-5	15	-10	-5	-10	0.7	-8	0.3
Cc1nc(C)c(C(=O)OCC(=O)NCc2ccccc2Cl)s1	-7	-1	2	-11	-8	8	0.1	-9	1.6
Cc1ccc2occ(CN3CCN(c4ccccc4)CC3)c(=O)c2c1	16	-8	2	-11	-4	-10	0.4	-6	-1.0
COc1ccc(-n2c(Cc3cccn3C)nnc2SCC(=O)N2CCCC2)cc1	-8	-2	1	-2	0	-13	-0.7	-10	2.0
CC12CCC(=O)N1C(C(=O)N1CCN(c3ccccc3)CC1)CS2 (centres undefined)	-22	-3	4	-15	-3	-3	1.0	-3	0.6
Cc1ccnc(NC(=S)NC(=O)c2cncc(Br)c2)c1	20	-6	0	-4	-4	4	0.8	-2	-0.5
CCOC(=O)C1=C(COC(=O)c2cccc(NC(C)=O)c2)NC(=O)NC1C (centres undefined)	2	-2	7	-4	1	3	2.6	-5	0.5
CCc1ncc(CO)n1Cc1cccc2ccccc12	-9	-4	6	15	nt	-34	-0.5	nt	nt
CC(C)(C)n1nc2c(c1NC(=O)c1ccc(C(F)(F)F)cc1)CS(=O)(=O)C2	3	-1	1	7	-7	-5	1.3	-2	0.6
CC(C1CC1)N(Cc1ccccc1)C(=O)NC(=O)c1cccc(F)c1 (centres undefined)	1	-4	-1	-5	-8	-13	4.7	-3	-0.7
CC1Cc2ccccc2N1C(=O)CSc1nc2ccccc2o1 (centres undefined)	13	-7	4	0	-5	20	1.3	-9	-1.4
C#CCOCCOCCOCCNc1nc(N2CCN(C(=O)CCCCCCCCCCNC(=O)[C@H](CCCCN)n3cc(CCCC(=O)O)nn3)CC2)nc(N2CCN(C(=O)CCCCCCCCCCNC(=O)[C@@H]([C@H](C)O)n3cc(C)nn3)CC2)n1	8	6	nt	-17	-3	nt	1.3	-14	21*
COc1ccc(CCNC(=O)NC23CC4CC(CC(C4)C2)C3)cc1OC	14	-3	6	-11	-7	-14	0.7	-19	-0.4
CCOC(=O)c1c(C)[nH]c(C)c1C(=O)CSc1nc2ccccc2c(=O)n1-c1ccccc1C	19	-2	14	-4	2	57*	3.6	-35	-0.7
O=C1CCCN1C(=O)CSc1nnnn1-c1cccc(F)c1	-6	-3	1	-3	-4	-30	0.6	-5	-0.4
COC(=O)c1ccccc1NC(=O)c1ccc(NC(=O)C2CCCO2)cc1 (centres undefined)	-3	-2	4	-7	-16	13	2.9	-14	2.3
C=CCN1C(=O)C2C(C(=O)NC3CCCC3)C3(C)C=CC2(O3)C1C(=O)NC1CCCC1 (centres undefined)	-6	-1	3	-12	1	-12	0.3	-4	0.3
CCOC(=O)N1CCC(NC(=O)CCc2c(C)nc3c(c(C)nn3-c3ccccc3)c2C)CC1	5	6	1	-6	nt	-10	0.1	nt	nt
CN(C(=O)c1ccc(Br)o1)C1(C)CCS(=O)(=O)C1 (centres undefined)	-3	-4	0	-4	-8	-16	1.0	-5	-0.8
COc1cc(C(=O)NCCc2cn3ccccc3n2)cc(OC)c1OC	7	-3	2	1	-2	11	1.4	-8	0.5
COc1cccc(CC(=O)NC2CCSc3ccccc32)c1 (centres undefined)	-19	5	-4	-5	-7	-1	0.5	-19	-0.2
CC(=O)c1c(COC(=O)c2ccc(Cl)cc2)nc2ccccc2[n+]1[O-]	17	-1	-1	-3	0	-23	0.7	-2	0.0
COc1ccccc1C1=NOC(C)(c2nnc(Cc3ccccc3)o2)C1 (centres undefined)	8	-6	10	-11	-1	-12	0.0	-13	0.7
COc1ccc(Cn2ccnc2SCC(=O)Nc2nnc(C)s2)cc1	-6	-2	0	-4	-2	3	0.6	-12	0.2
Cc1ccccc1N1C(=O)C(Oc2ccc(Cl)cc2)C1CNCC1CCCO1 (centres undefined)	28	-7	3	-4	-12	8	1.3	-17	0.5
COc1ccc(Cl)cc1CN1CCN(c2nc(C)cc(C)c2C#N)CC1	5	-4	3	-18	-11	-7	-0.3	-15	-0.6
Cc1ccc(Nc2nc(NCCO)c3ccccc3n2)cc1C	-18	-9	39*	8	-19	-11	1.7	-12	10
O=C(Oc1ccc(OC(=O)c2ccco2)c(S(=O)(=O)c2ccc(Br)cc2)c1)c1ccco1	17	-3	nt	0	1	nt	0.7	0	0.5

Bioassay records from PubChem.
